Compound activity from PubChem BioAssay.
SENP7 inh: SENP7 protease inhibition. recombinant SENP7, Z-RLRGG-aminoluciferin luminescence, 40 min. Q9BQF6. inhibition, % at 5 µM. 330,000 compounds, 1.5% hits;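 active = inhibition above about 50% at the single test dose, limit read from the data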;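 note: plate controls were DMSO with enzyme for no effect and no enzyme buffer wells for full effect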
SENP8 block: inhibitors of human SENP8 protease. purified SENP8, Z-RLRGG-aminoluciferin cleavage, luminescence. inhibition, % at 10 µM. 330,000 compounds, 1.2% hits. AID 2540
697 NFkB inh: inhibitors of the PMA/ionomycin-induced NF-kB reporter in 697 B cells. 697 B-cell NF-kB luciferase reporter, 16 h. inhibition, % at 4 µM. 330,000 compounds, 0.33% hits. AID 435022; in the data active = inhibition above about 35%
Apaf-1 inh: inhibitors of human Apaf-1 apoptosome | O14727 | reconstituted apoptosome caspase-3 activity, DEVD-Rh110 fluorescence | inhibition, % at 20 µM | 330,000 compounds, 0.71% hits; active = inhibition of at least 40% at 20 µM;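 note: plate controls were DMSO wells for no effect and DEVD-CHO caspase inhibitor wells for full effect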
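System: Apoptosome proteins | Medium: Hepes pH 7.5 with detergent and BSA | Also added: Cytochrome c trigger plus (Z-DEVD)2-Rh110 caspase-3 substrate | Incubation: 30 min compound preincubation, 50 min activation, room temperature | Detection: Rhodamine 110 fluorescence at Ex 480/Em 540 nm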
Jurkat NFkB inh: inhibitors of the PMA/ionomycin-induced NF-kB reporter in Jurkat cells; PMA/ionomycin-induced NF-kB luciferase reporter, luminescence; inhibition, % at 4 µM; 330,000 compounds, 0.53% hits; AID 435003
Gli-Sufu block: blocks Gli-Sufu signaling in a luciferase reporter. 340,000 compounds, 0.74% hits. Sufu-KO-LIGHT fibroblasts, Gli luciferase reporter luminescence. AID 588413. inhibition, % at 5 µM;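 active = inhibition above about 55%, limit read from the data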;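 note: 0% = DMSO-treated cells and 100% = wells with medium but no cells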
UBC13 polyUb: inhibitors of human UBC13 polyubiquitin chain formation; 330,000 compounds, 0.47% hits; P61088; TR-FRET; inhibition, % at 20 µM; in the data active = inhibition above about 45%, passing the limit was not always enough
HKDC1 inhibitor: inhibitors of human hexokinase HKDC1 | AID 493160 | Q2TB90 | recombinant HKDC1, G6PDH/diaphorase resazurin coupled fluorescence | inhibition, % at 20 µM | 340,000 compounds, 0.16% hits;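 active = inhibition above about 35% when tested at 20 µM, limit read from the data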;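 note: plate controls were DMSO wells with enzyme for no effect and DMSO wells lacking enzyme for full effect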
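Assay system: in-house recombinant HK5 (HKDC1) enzyme. Input: HKDC1 at 5 µg/mL. Medium: Tris pH 8.0 buffer with MgCl2, Tween-20, BSA, BME. Dosing: single 20 µM dose. Schedule: 90 min reaction incubation at room temperature, dark. Signal: resazurin-to-resorufin fluorescence via G6PDH and diaphorase coupling, 525/613 nm. Controls: DMSO-enzyme wells negative, buffer-substituted wells positive.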
* marks the source's active call; other numbers are inactive results; . = no result given; & = joins results of further samples. Cut-off read from the data, not from the text of the source, unless noted: active = inhibition above about 50%; inactive = the rest.

SMILES	SENP7 inh	SENP8 block	697 NFkB inh	Apaf-1 inh	Jurkat NFkB inh	Gli-Sufu block	UBC13 polyUb	HKDC1 inhibitor
COc1nc(NC(C)C)nc(N(C#N)CN2C(=O)c3ccccc3S2(=O)=O)n1	-0.2	2.4	8.7	-23.2	3.1	7.7	7.1	-7.1
O=C(CCN(CCO)Cc1ccccc1)Nc1ccc(Br)cc1	-0.4	0.6	11.5	2.8	2.9	-6.9	3.2	15.7
O=C(N1CCC(O)(c2cccnc2)CC1)C12CC3CC(CC(C3)C1)C2	2.8	3.0	-4.6	-1.4	13.0	-2.4	3.0	-0.7
O=C(CN1CCOCC1)N/N=C/c1ccc(C(=O)O)cc1	9.2	3.0	-10.8	-6.6	12.4	-7.2	-1.1	-1.5
O=C(Cn1cnc([N+](=O)[O-])n1)NCc1ccccc1	-6.6	2.8	5.4	-2.1	-3.3	-3.1	-6.4	3.8
Cc1ccc(C(=O)/C=C/Nc2ccc(S(=O)(=O)Nc3onc(C)c3C)cc2)cc1	-1.3	1.5	-47.9	7.7	10.7	0.3	-14.0	5.2
Cc1ccc(C)c(C(=O)COC(=O)C2CCN(c3ccc(C(F)(F)F)cn3)CC2)c1	-7.0	6.0	18.8	17.6	3.9	-6.4	-0.4	-1.2
Cn1c(=O)[nH]c(=O)c2c1nc(NC1CCCCC1)n2Cc1ccccc1	9.7	-8.9	15.6	4.5	-9.4	6.8	-4.4	-3.0
COCn1c(COc2ccccc2)nc2ccccc21	65.8*	40.0	-91.0	9.1	-31.9	-60.5	-0.4	2.8
O=c1[nH]n(CCO)c(=O)c2cccnc12	-2.5	-1.9	9.4	-13.9	2.3	5.3	-7.4	-3.8
COC(=O)c1nn(C23CC4CC(CC(C4)C2)C3)c2c1C(=O)N(c1ccc(Br)cc1)C2=O	0.4	-5.3	12.9	16.4	12.3	3.9	-13.0	-5.0
COc1ccccc1CNC(=O)COC(=O)CNS(=O)(=O)c1ccc(C)cc1	-8.3	8.8	-10.7	7.7	10.2	5.2	-3.1	-4.2

Random excerpt: 4 records from the list
SMILES	SENP7 inh	SENP8 block	697 NFkB inh	Apaf-1 inh	Jurkat NFkB inh	Gli-Sufu block	UBC13 polyUb	HKDC1 inhibitor
COCn1c(COc2ccccc2)nc2ccccc21	65.8*	40.0	-91.0	9.1	-31.9	-60.5	-0.4	2.8
O=C(CCN(CCO)Cc1ccccc1)Nc1ccc(Br)cc1	-0.4	0.6	11.5	2.8	2.9	-6.9	3.2	15.7
Cn1c(=O)[nH]c(=O)c2c1nc(NC1CCCCC1)n2Cc1ccccc1	9.7	-8.9	15.6	4.5	-9.4	6.8	-4.4	-3.0
Cc1ccc(C)c(C(=O)COC(=O)C2CCN(c3ccc(C(F)(F)F)cn3)CC2)c1	-7.0	6.0	18.8	17.6	3.9	-6.4	-0.4	-1.2

Next section
SMILES	SENP7 inh	SENP8 block	697 NFkB inh	Apaf-1 inh	Jurkat NFkB inh	Gli-Sufu block	UBC13 polyUb	HKDC1 inhibitor
Cc1cccnc1NC(=O)CSc1nnc(COc2ccc(C(C)C)cc2)n1C	-3.9	-0.1	-0.8	-4.2	-0.7	-18.2	-0.2	-2.3
COC(=O)c1coc(-c2ccc(OC)cc2)c1C(=O)OC	7.9	-3.4	-27.9	1.3	1.6	5.8	5.7	-3.4
CC(C)C(C(=O)O)N1CCS(=O)(=O)CC1 (configuration not stated)	3.1	-1.3	14.8	-0.2	2.5	3.1	10.6	-4.4
N#C/C(=C/c1ccc(O)c([N+](=O)[O-])c1)C(=O)Nc1ccccc1	34.4	36.3	-69.4	10.4	-11.2	-14.8	-53.2	-0.1
COc1ccc(C2N(S(=O)(=O)c3ccccc3)CCN2S(=O)(=O)c2ccc(C)cc2)cc1 (configuration not stated)	-8.2	-3.8	5.5	-0.6	-9.6	11.0	-0.4	-4.5
O=C(CSCc1ccc(Cl)cc1)Nc1ccccc1O	-5.4	-7.3	5.8	0.4	-13.6	-1.1	9.3	-9.8
O=C1Nc2ccccc2N(O)N1c1cc(-c2ccc(Cl)cc2)[nH]n1	7.1	2.7	2.5	11.1	-10.2	-18.6	0.5	0.3
COc1ccc2c(c1)O[C@@]1(CCCC[C@@H]1C)CC2=O	-16.8	-14.2	2.8	9.1	-6.7	-14.1	30.8	-0.2
Cc1cccc(N2C(=O)CN(Cc3sccc3C)C2=S)c1	3.5	-4.1	10.9	10.8	-8.8	-10.5	6.4	1.8
Cc1onc(-c2ccccc2)c1C(=O)N1CCCSC1=Nc1ccccc1	-3.3	-2.0	15.2	1.4	-0.7	-0.3&2.5	0.9	-5.2&-1.2
CCN(CC)c1ccc(C=C(c2nnnn2-c2ccc(C)cc2)c2nnnn2-c2ccc(C)cc2)cc1	-6.3	-5.0	-7.8	8.9	0.0	8.5	-35.5	-1.3
O=C(O)c1ccccc1NS(=O)(=O)c1ccc(NN=Cc2ccccc2F)c([N+](=O)[O-])c1	1.1	3.1	-4.1	8.7	-3.9	-11.5	-82.6	10.1

Complete entries, quoted from the list. Screens in order: SENP7 inh	SENP8 block	697 NFkB inh	Apaf-1 inh	Jurkat NFkB inh	Gli-Sufu block	UBC13 polyUb	HKDC1 inhibitor
Entry for COC(=O)c1coc(-c2ccc(OC)cc2)c1C(=O)OC = 7.9	-3.4	-27.9	1.3	1.6	5.8	5.7	-3.4
Entry for Cc1cccc(N2C(=O)CN(Cc3sccc3C)C2=S)c1 = 3.5	-4.1	10.9	10.8	-8.8	-10.5	6.4	1.8
Entry for O=C(CSCc1ccc(Cl)cc1)Nc1ccccc1O = -5.4	-7.3	5.8	0.4	-13.6	-1.1	9.3	-9.8
Entry for O=C(O)c1ccccc1NS(=O)(=O)c1ccc(NN=Cc2ccccc2F)c([N+](=O)[O-])c1 = 1.1	3.1	-4.1	8.7	-3.9	-11.5	-82.6	10.1

(continued)
SMILES	SENP7 inh	SENP8 block	697 NFkB inh	Apaf-1 inh	Jurkat NFkB inh	Gli-Sufu block	UBC13 polyUb	HKDC1 inhibitor
CC1=CC(C)=Nc2ccccc2N1	-8.3	-3.1	-41.1	4.4	-16.2	1.8	-14.3	-8.0
O=C(O)c1ccc(CS(=O)(=O)Cc2ccccc2F)o1	1.1	-7.0	22.9	-7.4	2.0	4.8	8.9	-15.7
Cc1nc(C(=O)Nc2cccc(Cl)c2Cl)nn1-c1cc(OC(C)C)c(Cl)cc1Cl	0.4	8.8	22.5	9.3	1.1	-7.4	3.2	-2.4
Cc1c2cnn(-c3ccccc3)c(=O)c2c(C)n1CCCC(=O)N1CCN(C)CC1	2.4	-2.0	22.7	29.3	7.1	-0.2	-1.9	-1.5
C[C@@H]1CN([C@H](C)CO)C(=O)Cc2cc(NC(=O)Nc3ccccc3)ccc2O[C@@H]1CN(C)C(=O)Nc1ccc2c(c1)OCO2	-6.2	-10.5	-4.7	9.8	-18.5	5.8	-1.4	-0.9
Cc1cc(S(=O)(=O)NCCC2=CCCCC2)ccc1Br	-9.7	-2.9	-4.1	24.8	-9.4	-10.1	0.8	3.3
CCN(CC)c1nc(N)c2c(N)n(-c3ccccc3C)c(=S)c(C#N)c2c1C#N	3.0	10.8	20.6	3.8	8.7	5.3	1.5	20.7
Cc1ccc(NC(=O)C2CCCN2S(=O)(=O)c2ccc(-c3ccc(=O)[nH]n3)s2)c(C)c1 (configuration not stated)	5.1	7.8	7.0	2.1	5.8	-5.8	-4.7	-3.4
CC1=C(C(N)=O)C(c2ccccc2)n2nc(-c3cccc(C)c3)nc2N1 (configuration not stated)	-19.3	-9.2	-13.9	5.2	-15.4	2.2	0.0	-3.4
COc1ccc(OCC(=O)N2c3ccc(C)cc3C3CN(C)CCC32)cc1 (configuration not stated)	4.6	-0.4	-5.2	-8.7	10.7	5.0	-3.4	-8.0
COc1ccc(S(=O)(=O)NNC(=O)C2COc3ccccc3O2)cc1[N+](=O)[O-] (configuration not stated)	3.0	-1.3	10.9	-7.5	5.0	-0.9	-1.1	-1.8
CCn1nc(NC(=O)c2ccco2)c2cc3ccccc3nc21	-9.8	-6.9	-16.7	-5.9	-11.5	-6.9	-13.0	15.2
COc1ccc(Cl)cc1NC(=S)NNC(=O)c1cccnc1	27.0	6.3	8.5	-1.6	2.7	-5.6	-9.6	-6.5
Cc1ccc2nc(N(CCCN(C)C)C(=O)c3cc4ccccc4oc3=O)sc2c1	4.9	-1.4	10.4	-0.3	1.1	25.0	13.2	-10.6
COCCCNC(=O)C(C)N1c2cccc3cccc(c23)S1(=O)=O (configuration not stated)	2.8	2.5	13.1	7.0	-12.5	24.0	3.9	12.3
Cc1ccc(CN2CCC(c3cc(-c4cccs4)n[nH]3)CC2)cc1	-3.2	-4.1	12.7	10.6	6.7	37.7	14.6	-5.7
CCN(CC(O)COCc1ccc(Cl)cc1)C1CCCCC1 (configuration not stated)	-8.9	0.0	4.6	-11.4	-2.1	17.8	14.7	-5.0
C=CCNCCCOc1ccc(Cl)cc1Br	-1.9	-4.2	6.0	4.5	0.7	17.8	7.3	-6.3
CC1CCCC(C(=O)O)N1C(=O)CCSSCCC(=O)N1C(C)CCCC1C(=O)O (configuration not stated)	-4.0	-2.4	-34.4	12.3	-9.4	-0.8	-13.6	-1.2
O=C(Nc1cccc(S(=O)(=O)N2CCOCC2)c1)C1COc2ccccc2O1 (configuration not stated)	-4.5	1.3	-3.5	6.8	-23.8	-5.5	-5.0	-2.9
COc1ccc(-c2csc(NC(=O)c3ccccc3Br)c2C(=O)O)cc1	5.8	29.8	14.8	6.9	11.9	-8.0	1.2	10.1
CCOc1ccc(C(=O)NCC2(c3ccccc3)CCOCC2)cc1	-6.0	-0.1	5.3	-10.6	10.0	-3.1	-0.9	8.3
O=c1c(-c2ccc(Cl)cc2)coc2c(CN3CCOCC3)c(O)ccc12	-6.9	-5.1	-20.3	4.5	7.2	-7.5	2.7	-5.2
CC(C(=O)Nc1ccc2c(c1)OCO2)N(C)CC(=O)Nc1ccccc1Cl (configuration not stated)	-3.4	-12.4	-7.9	-4.0	5.3	-3.7	0.5	-4.5
COc1cc(Br)cc2cc(C(=O)N3CCCCC3C)c(=O)oc12 (configuration not stated)	-5.6	-0.5	-57.2	14.3	3.6	-7.1	-12.9	-2.0
COc1cc(OC)c2c(-c3cccc(-c4ccc(N(C)C)cc4)c3)cc(=O)oc2c1	-10.3	.	-302.8	15.8	.	41.2	.	0.7
CC(C)(C)[C@H]1COC(=O)[C@@H](Cc2ccc(F)cc2)CC/C=C/C[C@@H](CC(=O)N[C@H](CO)Cc2ccccc2)C(=O)N1	5.9	-0.8	11.5	21.3	13.6	5.1	18.1	-0.9
Brc1ccccc1-c1nnc(CSc2nncn2-c2ccccc2)o1	4.5	-2.6	-11.2	7.4	-2.4	-1.6	-0.7	1.0
COc1ccc(/C=C(\NC(=O)c2ccccc2)C(=O)NCc2ccco2)cc1OC	-4.3	6.1	5.8	-5.4	23.2	0.7	-3.3	-7.6
O=S(=O)(CCC1CCCCN1)c1ccccc1 (configuration not stated)	-1.8	6.8	14.6	-5.5	-1.9	4.2	0.8	-2.0
C=CCOc1ccc(Br)cc1CNCCO	-6.7	-3.2	-18.0	8.1	-2.9	-3.0	0.6	7.5
Cc1cccc(N2CCN(C(=O)Cn3c(=O)[nH]c4ccsc4c3=O)CC2C)c1 (configuration not stated)	-0.5	-7.3	4.3	2.5	10.8	4.8	-1.0	0.4
CCOC(=O)c1ccccc1NC(=O)c1c(O)c2ccccc2n(CC)c1=O	-3.1	-5.2	-3.5	9.3	-2.1	-7.2	17.1	1.1
O=C1c2oc3ccc(F)cc3c(=O)c2C(c2ccccc2)N1CC1CCCO1 (configuration not stated)	-6.8	0.2	14.6	0.4	2.6	4.3	-2.1	-7.6
